Screening data deposited in PubChem BioAssay by Sanford-Burnham Center for Chemical Genomics.
GRIN3A LBD mod: modulates the human NR3A ligand-binding domain. hit rate 2.5% among 340,000. Tm shift relative to glycine control, % at 25 µM. AID 1259313. NR3A LBD differential scanning fluorimetry, Tm shift; 0% = protein alone, 100% = glycine-bound protein;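 active means melting temperature shift of at least 10% of the positive control shift, at one fixed dose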
MPTP inh: inhibitors of mitochondrial permeability transition pore; hit rate 1.4% among 360,000; isolated mouse mitochondria, Ca2+ swelling absorbance, 30 min; inhibition, % at 10 µM;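 active means inhibition of 50% or more, scaled per plate between neutral and stimulator controls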;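 further: 0% = DMSO wells given calcium and 100% = 1 mM EGTA wells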
* = called active by the depositor. A portion of the library (hit frequency here may not be typical).

GRIN3A LBD mod,MPTP inh,canonical_smiles
-12.6,5.1,C/C=C(/CCC1NCCc2c1[nH]c1ccccc21)[Si](C)(C)C (stereo unspecified)
-12.2,0.8,C=CCNc1nc(-c2cc3ccccc3o2)cs1
1.4,-0.6,CCOc1ccc(C(=O)NCC(=O)NNC(=O)CN(C)S(=O)(=O)c2ccc(Cl)cc2)cc1OCC
-1.7,2.0,Cn1c(SCC(=O)N2c3ccccc3CCc3ccccc32)nnc1-c1cc2ccccc2cc1O
-8.9,3.1,N#CC(CCc1ccc([N+](=O)[O-])cc1)(CCc1ccc([N+](=O)[O-])cc1)C(N)=O
-0.7,3.9,Clc1ccccc1C1=Nn2c(nnc2-c2ccncc2)SC1
-4.0,0.6,Oc1cccnc1CN1CCCCC1
1.9,0.3,O=C(OCC(=O)N(CCc1ccccc1)Cc1ccccc1)c1ccc(F)c(S(=O)(=O)N2CCOCC2)c1
-1.2,0.2,NC1=NC(=O)C(c2ccccc2)C(=O)N1 (stereo unspecified)
0.3,-0.5,CC(C)c1nc2oc3c(N4CCN(C)CC4)ncnc3c2c2c1CCC2
2.0,-1.7,COCCn1nnnc1C(c1ccccc1Cl)N1CCN(c2ccccc2OC)CC1 (stereo unspecified)
-0.5,0.4,O=C(O)c1cc(N2CCCCC2)nc2ccccc12

Filtered by structure, those above containing a furan ring, fused or not
GRIN3A LBD mod,MPTP inh,canonical_smiles
-12.2,0.8,C=CCNc1nc(-c2cc3ccccc3o2)cs1
0.3,-0.5,CC(C)c1nc2oc3c(N4CCN(C)CC4)ncnc3c2c2c1CCC2

Additional records
GRIN3A LBD mod,MPTP inh,canonical_smiles
2.4,-2.0,COc1cc(Br)cc(C=Nc2cccc(C(F)(F)F)c2)c1O
-3.5,1.2,CN(C)S(=O)(=O)c1ccc(SCC(=O)Nc2cccc(S(=O)(=O)N3CCCC3)c2)nc1
0.3,1.3,O=[N+]([O-])c1cccc(-c2ccc3nnc(SCc4cccnc4)n3n2)c1
-0.4,7.6,CN1C=C/C(=C\c2cc[n+](C)c3ccccc23)c2ccccc21
10.3*,23.8,COc1cccc(OCCOc2ccc(/C=C3/SC(=S)NC3=O)cc2)c1
-0.2,-1.6,O=C1C2C3CCC(O3)C2C(=O)N1c1nccs1 (stereo unspecified)
0.2,3.1,O=C(Cn1cc(COc2cc(F)cc(F)c2)nn1)c1ccc(O)cc1
2.2,-13.1,COC(=O)c1cc(NC(=O)CN(c2ccc(OC)cc2)S(=O)(=O)c2ccc(F)cc2)ccc1Cl
-1.1,-0.3,Cc1ccc(S(=O)(=O)CC(CN2CCCCC2)N2CCCCC2)cc1 (stereo unspecified)
-1.2,-1.1,CN(C)CC1C2CCC(C2)C1O (stereo unspecified)
0.2,-1.1,CCOC(=O)[C@H](C)N1[C@H](C)[C@H](c2ccccc2)Oc2ccc(Cl)cc2S1(=O)=O
-0.2,-0.1,Cc1ccc(NC(=O)CN2C(=O)S/C(=C/c3ccc(-c4cccc(C(=O)O)c4)o3)C2=O)cc1
1.7,-0.6,CC1CN(Cc2nc3c(c(=O)n(C)c(=O)n3C)n2CCN2CCOCC2)CC(C)O1 (stereo unspecified)
-2.8,-0.2,CCCCC(=O)NC(c1ccc(OC)c(OC)c1)c1ccc2cccnc2c1O (stereo unspecified)
0.3,-1.8,O=[N+]([O-])c1ccc(S(=O)Cc2ccccc2)c([N+](=O)[O-])c1 (stereo unspecified)
13.4*,0.5,Nc1nc(=S)[nH]c2c1C1(CCCCC1)Cc1ccccc1-2
-3.9,-1.3,COc1ccc(-c2ccc(-c3noc(-c4ccccc4F)n3)c(OC)n2)cc1
-0.9,141.0*,CC[n+]1c(/C=C/c2ccc(N(C)C)cc2)ccc2ccccc21
1.2,-1.3,Cc1ccc(O)c(C(=O)CC(=O)c2ccc(Cl)cc2)c1
2.9,-1.3,O=C(CSc1ccc(Br)cc1)NCC1(N2CCCCC2)CCCCC1
-1.2,-1.1,CCN(C(=O)COC(=O)CCC(=O)c1ccc(C)cc1)c1c(N)n(Cc2ccccc2)c(=O)[nH]c1=O
-0.2,-0.9,O=C(O)C(c1ccccc1)C(O)C1CC=CCC1 (stereo unspecified)
11.0*,5.2,C/C(=N/Nc1ccc(C(=O)c2c(C)cc3ccccn23)cc1[N+](=O)[O-])c1ccc(O)cc1
0.2,0.5,CN(C(=O)c1cccc(NC(=O)Cc2ccc(NC(=O)C3CCCN(C(=O)C4CCC4)C3)cc2)c1)C1CCC1 (stereo unspecified)
0.4,-0.8,COCc1cc(C)nc2sc3c(=O)n(Cc4ccco4)nnc3c12
-1.9,0.2,COc1cccc(CN(C)CCCn2cnc(C(=O)Nc3ccc(C)c(C)c3)n2)c1
-5.9,-0.1,CC(=NN1CC(=O)NC1=O)c1ccc([N+](=O)[O-])o1
1.4,0.1,Cc1c(F)cccc1NS(=O)(=O)c1ccc(N2CCCC2=O)cc1
0.1,-1.6,COc1ccc(C(CNC(=O)c2ccc(NS(=O)(=O)c3ccc(F)c(C)c3)cc2)N2CCCC2)cc1 (stereo unspecified)
1.5,1.5,O=C(C=Cc1ccc(Cl)s1)c1ccc(Cl)s1
0.3,-2.6,O=C(Nc1ccc2c(c1)[nH]c(=O)c1ccccc12)C(F)(F)F
1.2,-9.8,CCc1nnc(NC(=O)c2cccc(C(=O)Nc3nnc(CC)s3)n2)s1
3.6,-2.5,O=C(NNC(=O)c1ccc2ccccc2c1)c1cccc(Cl)c1
-0.7,-0.2,Cc1cc(C)c(S(=O)(=O)c2ccccc2C(C)C)c(=O)[nH]1
1.4,1.8,CCOc1ccc(C(C)NC(=O)C2CCN(S(=O)(=O)c3ccc(OC)cc3)CC2)cc1OCC (stereo unspecified)
3.1,1.2,CC(O)(CC(=O)CC(=O)c1ccccc1)c1ccccc1 (stereo unspecified)

Full records, looked up by structure:
`Cc1cc(C)c(S(=O)(=O)c2ccccc2C(C)C)c(=O)[nH]1` is listed with GRIN3A LBD mod: -0.7; MPTP inh: -0.2
`Cc1c(F)cccc1NS(=O)(=O)c1ccc(N2CCCC2=O)cc1` is listed with GRIN3A LBD mod: 1.4; MPTP inh: 0.1

Later entries
GRIN3A LBD mod,MPTP inh,canonical_smiles
-2.8,-1.8,O=C(NCCCl)Nc1ncn[nH]1
-4.4,0.8,COc1ccc(-c2ccc3c(c2)[C@@H]2C[C@H](N(C)C(=O)Nc4ccccc4)[C@H]([C@H](C)O)C(=O)N2CC3)cc1
0.2,19.9,CCCCCCCCNCCS(=O)(=O)NCc1ccc(OC)cc1
-0.6,4.7,COC1=C(Nc2ccc(OC)cc2)C(=O)C(OC)=C(Nc2ccc(OC)cc2)C1=O
-2.4,1.1,COc1cccc(C2C(C(=O)c3ccco3)=C(O)C(=O)N2CCCN2CCOCC2)c1OC (stereo unspecified)
-0.1,-4.0,CCN1CCN(c2ncnc3c2sc2nc(N4CCOCC4)c4c(c23)CCC4)CC1
-1.1,2.7,CCCCCCCCNCCS(=O)(=O)NCc1ccccc1
1.6,-1.3,CCN(CC)c1ccc(S(=O)(=O)N2CCOCC2)cc1NC(=O)COC(=O)/C=C/c1ccco1
-1.5,0.6,O=C(Nc1ccc(Cl)cn1)c1ccc([N+](=O)[O-])o1
-1.6,-0.5,N#CC1(Nc2ccc(-c3ccc(NC4(C#N)CCCC4)cc3)cc2)CCCC1
0.3,-1.0,CCN(C(=O)COC(=O)c1ccccc1Cc1ccccc1)c1c(N)n(Cc2ccccc2)c(=O)[nH]c1=O
-11.1,0.4,CCC1=Nc2cc(C(=O)NCc3ccco3)ccc2Sc2ccc(C)cc21
3.4,17.3,OCCNc1nc(SCc2ccccc2)nc2sc3c(c12)CCC3
-7.9,33.1,COC(=O)Cc1ccc(NC(=S)N2CCN(c3ccc(F)cc3)CC2)cc1
13.1*,18.9,O=S(=O)(O)c1cc(O)c(N=Nc2ccc(O)cc2O)c2ccccc12
3.6,0.1,Cn1c(=O)c2c(nc(CN3CCOCC3)n2Cc2ccccc2)n(C)c1=O
0.5,-0.4,COc1ccccc1C(CNC(=O)c1cccc(S(=O)(=O)N2CCCc3ccccc32)c1)N(C)C (stereo unspecified)
-1.4,0.7,CCOc1cc(/C=C(/C#N)c2ccc(Cl)cc2)cc(Cl)c1OCC(=O)O
-6.6,0.9,NC(=O)Nc1n[nH]c(-c2ccccc2)n1
2.0,1.4,Cc1ccc(-c2ccc(/C=C3/NC(=O)NC3=O)o2)cc1[N+](=O)[O-]
0.2,-1.1,O=S(=O)(CCNCc1ccccc1)NC1CCCCC1
0.3,4.2,CCN(CC)CCCNc1nc2ccccc2c2[nH]c3ccc(OC)cc3c12
1.2,-0.8,O=C(NCCCc1ccccc1)c1cccc(NC(=O)C2CC2)c1
13.5*,-0.6,[NH-]c1ncnc2c1N=C[N+]2=CC=CCO
2.0,-1.6,COc1cccc(C=NNC(=O)C2CC2)c1
-1.6,0.5,CC12CCC(=O)C=C1CCC1C2CCC2(C)C(C(=O)CO)CC(O)C12 (stereo unspecified)
-0.9,-0.8,CNc1nc(Cl)nc2c1ncn2-c1ccccc1
0.2,1.0,N#CC1(Nc2ccc3ccccc3c2)CCCC1
2.0,-0.1,Cn1c(=O)c2[nH]c(Cc3cccc4ccccc34)nc2n(C)c1=O
-48.2,3.1,N#C/C(=C/c1ccc(N2CCOCC2)o1)c1ccc(Cl)cc1
-1.1,3.9,CC(O)CN(CC(C)O)c1ccc2c(c1)Cc1cc([N+](=O)[O-])ccc1-2 (stereo unspecified)
1.9,0.9,CC(C)OC(=O)c1nnn(-c2nonc2N)c1CN1CCc2ccccc2C1
-0.5,-0.9,CC1CC(=O)NC(=O)N1Cc1ccccc1 (stereo unspecified)
0.6,3.9,O=c1cc(/C=C/c2c(F)cccc2Cl)[nH]c2ccccc12
-0.8,1.4,CCOc1cc2[nH]c(=O)n(CC3CCC(C(=O)NCCC(C)C)CC3)c(=O)c2cc1OCC (stereo unspecified)
-1.1,-0.2,CN(C(=O)c1cccc(NC(=O)Cc2ccc(NC(=O)C3CCN(C(=O)C4CCCC4)CC3)cc2)c1)C1CCC1
-6.6,9.5,CCN1c2ccccc2N(C)C1(C)c1ccccc1 (stereo unspecified)
4.1,0.1,O=C1c2cc([N+](=O)[O-])cc3cc([N+](=O)[O-])cc(c23)C(=O)N1c1ccccn1
-0.2,4.4,CC1=NN(c2nc(N)nc(/C(C#N)=C/c3ccc([N+](=O)[O-])o3)n2)C(C)(C)C1
-1.6,0.7,COc1ccc(C(CNC(=O)c2cccc(S(=O)(=O)Nc3ccc(F)cc3)c2)N2CCOCC2)cc1 (stereo unspecified)
-0.9,-0.5,COc1ccccc1C(CNC(=O)C(CCSC)NC(=O)c1ccccc1Cl)N1CCCC1 (stereo unspecified)
0.3,-2.3,O=c1[nH]c2cc(F)ccc2c2ccc(F)cc12
-0.2,1.6,O=C(/C=C/c1cccc2ccccc12)c1ccncc1
0.4,-1.7,CC(CCc1ccccn1)C(=O)C(C)CCc1ccccn1 (stereo unspecified)
-2.0,-0.7,Cc1cc(/N=C/C=C2/N(C)c3ccccc3C2(C)C)n(CCC#N)n1
-0.1,-2.7,CC(O)(c1ccccc1)c1ccc2ccccc2n1 (stereo unspecified)
-0.4,2.2,COc1ccc(-n2c(C)cc(C3=NNC(=NC4CC4)SC3)c2C)cc1
-0.2,-0.6,Cc1ccccc1Nc1ncnc2[nH]ncc12
1.0,-0.9,CCn1cc(C(=O)OCC(=O)c2ccccc2)c(=O)c2ccc(C)nc21
-13.6,3.3,CCCCCCCCCCCC1=C(O)C(=O)C=C(O)C1=O
-4.3,-1.0,O=C(Nc1ccc(N2CCOCC2)c(S(=O)(=O)Nc2ccccc2Cl)c1)c1ccc(=O)[nH]n1
1.9,-1.0,CCCC1(C2CCCC2)NC(=O)NC1=O (stereo unspecified)
-0.3,0.4,CCN1C[C@@H]2[C@@H]3C(=O)N(Cc4ccccc4)C(=O)[C@@H]3[C@](Cc3ccccc3)(C(=O)OC)N2C1=NCc1ccccc1
-1.4,-1.2,CC[C@H](C)[C@H]1CNC(=S)N1CC1CCN(CCCC2CCCC2)CC1
1.3,2.2,COc1nc(=O)n(C2CCCO2)cc1C (stereo unspecified)
1.7,7.7,Cc1cccc(-c2ccc3c(c2)C2CC3CCN2Cc2ccc3c(c2)OCO3)c1 (stereo unspecified)
-8.1,-0.3,COc1ccc(NC(=O)C(OC(=O)Cn2cnc3c2c(=O)n(C)c(=O)n3C)c2ccccc2)cc1Cl (stereo unspecified)
-0.2,0.1,O=C(Nc1ccn(CCCN2CCN(c3ccccn3)CC2)c(=O)n1)OCc1ccccc1
-0.8,3.1,CCCCn1c(=O)[nH]c2nc3cc(N)ccc3nc2c1=O
-9.8,-3.1,O=C1/C(=C\c2ccc([N+](=O)[O-])cc2)CS(=O)(=O)C/C1=C/c1ccc([N+](=O)[O-])cc1

Following part
GRIN3A LBD mod,MPTP inh,canonical_smiles
-2.4,1.9,COc1ccc(N(C(=O)/C=C/C(=O)Nc2cc(C)on2)C(C(=O)NC2CCCC2)c2ccccc2C)cc1 (stereo unspecified)
0.0,-0.2,COc1cc(C2c3cc4c(cc3OC(NNC(N)=O)C2C)OCO4)cc(OC)c1OC (stereo unspecified)
2.3,0.4,NC(=O)CC(NC(=O)Cc1ccc(Br)cc1)c1ccc(NC2CCCCCCC2)c([N+](=O)[O-])c1 (stereo unspecified)
2.0,-1.1,CC1([N+](=O)[O-])COC2(CCCCC2)OC1

Compounds listed so far that have two or more sulfur atoms, in the order listed:
GRIN3A LBD mod,MPTP inh,canonical_smiles
-3.5,1.2,CN(C)S(=O)(=O)c1ccc(SCC(=O)Nc2cccc(S(=O)(=O)N3CCCC3)c2)nc1
10.3*,23.8,COc1cccc(OCCOc2ccc(/C=C3/SC(=S)NC3=O)cc2)c1
1.5,1.5,O=C(C=Cc1ccc(Cl)s1)c1ccc(Cl)s1
1.2,-9.8,CCc1nnc(NC(=O)c2cccc(C(=O)Nc3nnc(CC)s3)n2)s1
3.4,17.3,OCCNc1nc(SCc2ccccc2)nc2sc3c(c12)CCC3
